EPAC2 antagonist: blocks human EPAC2 exchange factor. Q8WZA2. EPAC2 GEF exchange of Rap1B-BODIPY-GDP, fluorescence. Potency, µM (top dose mostly 114 µM), for the others: top-dose activity, negative = inhibition, actives largely listed as inhibitors. hit rate 0.18% among 360,000. AID 720708; further: potency means the concentration at half of the fitted maximal effect; on the % scale 0 is the no-effect control and ±100 the full control effect; nearly all actives have a fitted effect of over 45% in size; many of its hits are not listed in these tables
Target sequence (Q8WZA2 whole entry, looked up): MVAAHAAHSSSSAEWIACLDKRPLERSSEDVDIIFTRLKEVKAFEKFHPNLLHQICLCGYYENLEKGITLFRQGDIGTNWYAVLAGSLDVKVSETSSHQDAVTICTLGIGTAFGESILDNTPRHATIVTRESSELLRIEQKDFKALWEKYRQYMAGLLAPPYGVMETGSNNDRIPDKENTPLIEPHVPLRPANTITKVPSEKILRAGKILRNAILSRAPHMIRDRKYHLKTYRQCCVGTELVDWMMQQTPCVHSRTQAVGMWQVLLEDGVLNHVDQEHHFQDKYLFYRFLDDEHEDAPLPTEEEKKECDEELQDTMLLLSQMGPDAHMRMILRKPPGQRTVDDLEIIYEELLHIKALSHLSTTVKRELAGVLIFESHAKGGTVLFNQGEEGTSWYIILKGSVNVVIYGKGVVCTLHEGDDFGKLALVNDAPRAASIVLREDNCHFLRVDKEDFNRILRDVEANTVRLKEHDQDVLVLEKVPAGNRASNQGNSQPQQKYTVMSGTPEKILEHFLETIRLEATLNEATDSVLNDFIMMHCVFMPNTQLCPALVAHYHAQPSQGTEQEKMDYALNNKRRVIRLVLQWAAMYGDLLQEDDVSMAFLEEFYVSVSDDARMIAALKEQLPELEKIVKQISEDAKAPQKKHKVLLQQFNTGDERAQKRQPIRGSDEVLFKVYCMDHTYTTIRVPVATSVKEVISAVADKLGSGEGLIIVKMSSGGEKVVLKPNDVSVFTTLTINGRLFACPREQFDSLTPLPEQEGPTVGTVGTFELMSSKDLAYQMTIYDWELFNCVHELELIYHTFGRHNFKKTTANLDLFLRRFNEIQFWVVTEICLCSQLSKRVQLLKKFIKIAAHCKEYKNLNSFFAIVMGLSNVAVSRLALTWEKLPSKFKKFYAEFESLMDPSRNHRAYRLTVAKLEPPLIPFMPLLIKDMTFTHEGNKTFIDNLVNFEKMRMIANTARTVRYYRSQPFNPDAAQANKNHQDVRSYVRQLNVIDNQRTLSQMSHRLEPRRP
Mm-Cpn inhibitor: blocks the Methanococcus maripaludis chaperonin Mm-Cpn; hit rate 0.031% among 330,000; AID 504842; Potency, µM (titrated, usually from 76.9 µM), for the others: at the highest dose activity, negative = inhibition, most hits filed as inhibitors; purified Mm-Cpn ATPase, ADP Transcreener TR-FRET; further: potency means the concentration at half of the fitted maximal effect; on the % scale 0 is the no-effect control and ±100 the full control effect; nearly all actives have a fitted effect of over 80% in size
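TR-FRET (320 nm excitation; 590 and 665 nm emission) reports ADP made from 10 uM ATP by 25 nM enzyme; compounds were preincubated 10 min, reaction run 30 min, both at 37°C.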
CCT chaperon mod: changes cytosolic chaperonin activity | purified chaperonin ATPase assay, HTRF ADP detection, 30 min | activity change, % (no concentration beside the values), hits read low | hit rate 0.3% among 360,000 | AID 651819; in the data active means activity change below about -30%; further: on the % scale 0 is the no-effect control and ±100 the full control effect
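Enzyme 40 or 20 nM (batch-dependent) in Tris pH 7.4/KCl/MgCl2/DTT; cpd 76 uM single point; ATP 10 uM; 30 min 37 °C; Transcreener ADP HTRF detection, 30 min RT; ratio 665/615.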
PI5P4K alpha inh: PI5P4K alpha (human) kinase inhibition. AID 652105. P48426. PI5P4Kalpha enzyme, ADP-Glo luminescence, 60 min; hits give low values. hit rate 1.2% among 330,000. max response, %; active means max response of -50% or lower; inconclusive means between -30% and -50%; inactive means -30% or higher; further: value at the top dose of about 77 µM; on the % scale 0 is the no-effect control and ±100 the full control effect
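Human PI5P4Kalpha with substrate in 0.038 M HEPES pH 7.4, 0.28 mM EGTA, 0.1% CHAPS, 5% DMSO; reaction started with 5 microM ATP (final), 60 min at room temperature. ADP formed read by ADP-Glo luminescence.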
EPAC1 antag: antagonists of human EPAC1 | EPAC1 GEF assay, Rap1b-BODIPY-GDP exchange fluorescence | AID 720709 | hit rate 0.14% among 360,000 | O95398 | Potency, µM (series often up to 115 µM), for the others: top-dose activity change, negative = inhibition, most hits filed as inhibitors;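 further: potency means the concentration at half of the fitted maximal effect; plate controls were vehicle for no effect and positive control for full effect; nearly all actives have a fitted effect of over 50% in size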
PLK1 PBD inh: blocks phosphopeptide binding to human PLK1 polo-box domain; Plk1 PBD binding of FITC phosphopeptide, fluorescence polarization; Potency, µM, without a hit: max response, negative = inhibition, hits mostly inhibitors; hit rate 2.8% among 360,000; further: potency means the concentration at half of the fitted maximal effect; series mostly up to about 57 µM; on the % scale 0 is the no-effect control and ±100 the full control effect; nearly all actives have a fitted effect of over 65% in size
WRN helicase inh: inhibitors of human WRN helicase. Q14191. WRN helicase unwinding, fluorescent forked duplex, kinetic. hit rate 0.46% among 360,000. Potency, µM (top dose mostly 114 µM), without a hit: at the top dose activity change, negative = inhibition, actives largely listed as inhibitors; further: potency means the concentration at half of the fitted maximal effect; on the % scale 0 is the no-effect control and ±100 the full control effect; nearly all actives have a fitted effect of over 55% in size
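Primary qHTS, 1536-well format. 20 nM WRN + compound, 15 min RT; start with 100 nM forked fluorophore/quencher duplex, 2 mM ATP (final); kinetic read ex 525/em 598 nm.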
EPAC1 agonist: agonists of human EPAC1; O95398; EPAC1 agonist qHTS, biochemical assay; response scale: 100% = response to 6.5 mM cAMP; Potency, µM (top dose mostly 154 µM), for the others: top-dose activation, most hits filed as activators; hit rate 0.073% among 360,000; AID 720707; further: potency means the concentration at half of the fitted maximal effect; nearly all actives have a fitted effect of over 60% in size
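Multi-concentration qHTS readout: loss of Rap1B-bound BODIPY-GDP fluorescence driven by 100 nM EPAC1 with excess GDP (50 uM), monitored kinetically at room temperature; agonist response expressed relative to 6.5 mM cAMP.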
Numbers without * were called inactive; ? = inconclusive; / = no result given; [ ] = another dose, or the depositor's remark. Unless noted, the call rests on the fitted dose curve; in most records, active means well fitted curve in the direction sought with a large enough effect; inconclusive means small, poorly fitted or top-dose-only effect, or another doubt; inactive means no such curve, though single readings can be large; an effect the other way counts as inactive or inconclusive. The list is partial; the hit share may differ from the screen's.

[1] CC(/C=C/c1ccccc1)NC(N)=O (configuration not stated)
[2] Cc1cccc(-n2ncc3c(N4CCCC4)ncnc32)c1
[3] CCOn1c(=O)c(=O)n(OC)c2ccccc21
[4] CCOC(=O)N1CCC(N(CCN(C)C)C(=S)Nc2cccc(OC)c2)CC1
[5] Cc1cc(C)cc(NCc2cc3c(cc2[N+](=O)[O-])OCO3)c1

entry no.	1	2	3	4	5
EPAC2 antagonist	0%	4%	3%	0%	-10%
Mm-Cpn inhibitor	1%	-2%	-1%	2%	-2%
CCT chaperon mod	-2.6	1.2	2.4	-1.7	-2.4
PI5P4K alpha inh	/	/	2	1	/
EPAC1 antag	-2%	5%	1%	2%	-7%
PLK1 PBD inh	-6%	-8%	2%	0%	-9%
WRN helicase inh	-8%	0%	-2%	1%	-12%[57.1 µM]
EPAC1 agonist	7%	3%	-4%	1%	19%

[6] CC1=NN(C(C#N)c2ccc(F)cc2)C(C)(C)C1 (configuration not stated)
[7] CCOCCCNC(=O)c1ccc2c(=O)n(Cc3ccc4c(c3)OCO4)c(=S)[nH]c2c1
[8] FC(F)(F)c1cccnc1-n1cncn1
[9] COc1ccc(OCCCC(=O)Nc2ncn[nH]2)cc1
[10] O=C(NCC1CCCO1)c1cc2cc(Cl)ccc2[nH]1 (configuration not stated)

entry no.	6	7	8	9	10
EPAC2 antagonist	-7%	1%	11%	3%	-11%
Mm-Cpn inhibitor	-3%	1%	-1%	1%	2%
CCT chaperon mod	-3.3	-1.3	2.0	-0.7	2.9
PI5P4K alpha inh	0	-8	2	7	8
EPAC1 antag	0%	8%	7%	-2%	-3%
PLK1 PBD inh	-9%	1%	3%	-13%	-13%
WRN helicase inh	-2%	6%	2%	-11%[57.1 µM]	-24%
EPAC1 agonist	-3%	0%	-8%	6%	-1%

Full records as entered above. Order of values: EPAC2 antagonist | Mm-Cpn inhibitor | CCT chaperon mod | PI5P4K alpha inh | EPAC1 antag | PLK1 PBD inh | WRN helicase inh | EPAC1 agonist
FC(F)(F)c1cccnc1-n1cncn1 is listed with 11% | -1% | 2.0 | 2 | 7% | 3% | 2% | -8%
CC1=NN(C(C#N)c2ccc(F)cc2)C(C)(C)C1 (configuration not stated) is listed with -7% | -3% | -3.3 | 0 | 0% | -9% | -2% | -3%

Next section
[11] CCc1nnc(NC(=O)CSc2nc3cc4c(cc3cc2CC)OCCO4)s1
[12] CCOC(=O)CSc1nc(N)c2c3c(sc2n1)CCCC3
[13] O=C(Nc1ccc(Cl)cc1)Nc1nnc(/C=C/c2ccccc2)s1
[14] CCO[C@H]1OC(C(=O)N2CCN(Cc3ccccc3)CC2)=C[C@@H](c2cn(C(C)=O)c3ccccc23)[C@@H]1CCCO
[15] CC(=O)c1cccc(CN2CCN(CCc3ccccc3)C(CCO)C2)c1 (configuration not stated)

entry no.	11	12	13	14	15
EPAC2 antagonist	3%	9%	2%	-12%	2%
Mm-Cpn inhibitor	-1%	-1%	1%	/	0%
CCT chaperon mod	-4.0	-1.0	-1.7	0.6	-5.9
PI5P4K alpha inh	/	-2	0	10	3
EPAC1 antag	0%	7%	-7%	-3%	9%
PLK1 PBD inh	-7%	-8%	-2%	-3%	-13%
WRN helicase inh	7%	-4%	-7%	2%	1%
EPAC1 agonist	-3%	-5%	4%	-20%	9%

[16] Cn1c(=O)c2c(nc(CN3CCC(C(N)=O)CC3)n2Cc2ccccc2Cl)n(C)c1=O
[17] CCOC(=O)CCn1c2nc(C)cc(C)c2c(=O)n1-c1ccccc1
[18] Nc1ncnc2c1ncn2[C@@H]1O[C@H](CNCc2ccccc2OC2OC(CO)C(O)C(O)C2O)[C@@H](O)[C@H]1O (some centres not stated)
[19] O=C(c1ccc2c(c1)OCO2)N1CCN(S(=O)(=O)c2ccc(Br)cc2Cl)CC1
[20] COc1ccccc1CNC(=O)c1cc2ccccc2oc1=O

entry no.	16	17	18	19	20
EPAC2 antagonist	3%[57.1 µM]	10%	14%	-5%	1%
Mm-Cpn inhibitor	-3%	-5%	0%	0%	-9%
CCT chaperon mod	-5.1	-1.6	-4.2	-0.5	0.6
PI5P4K alpha inh	-1	-7	-8	-2	0
EPAC1 antag	12%	2%	1%	3%	5%
PLK1 PBD inh	1%	0%	-4%	0%	-4%
WRN helicase inh	10%	-1%	3%	0%	12%
EPAC1 agonist	-1%	-3%	-12%	21%	3%

[21] O=C(NC1(C(F)(F)F)N=C(c2ccccc2)NC1=O)c1ccccc1F (configuration not stated)
[22] CC(=O)NCCNc1nc2cc(-c3ccc4c(ccn4C)c3)sc2c(=O)n1C
[23] COc1ccc(OC)c(C2CC(c3ccc(NS(C)(=O)=O)cc3)=NN2C(=O)c2ccccc2)c1 (configuration not stated)
[24] COc1cc(OC)cc(C(=O)OC/C(O)=C(\C#N)c2nc3ccccc3[nH]2)c1
[25] COc1ccc(S(=O)(=O)N2CCNC(=O)C2)cc1Br

entry no.	21	22	23	24	25
EPAC2 antagonist	8%	-3%	-24%	-1%	-12%
Mm-Cpn inhibitor	3%	/	-8%	-3%	0%
CCT chaperon mod	-2.2	2.5	0.0	-2.3	0.7
PI5P4K alpha inh	5	-6	3	-10	2
EPAC1 antag	5%	-13%	-8%	-5%	-14%
PLK1 PBD inh	-8%	-5%	-17%	0%	-7%
WRN helicase inh	-27%[57.1 µM]	-11%	-1%	-4%	-6%
EPAC1 agonist	6%	-3%	1%	2%	2%

[26] CC(=O)Nc1ccc(S(=O)(=O)NCC(=O)OCC(=O)N2CCN(c3ccccc3)CC2)cc1
[27] Cc1cccc(N(C(=O)c2csnn2)C(C(=O)NCc2ccccc2)c2ccc(C)o2)c1 (configuration not stated)
[28] CCCS(=O)(=O)N1CCN(C(=O)c2ccc(-c3ccccc3)cc2)CC1
[29] O=C(CC1SC(=Nc2ccccc2)N(Cc2ccccn2)C1=O)Nc1ccc(Br)cc1 (configuration not stated)
[30] COc1cc(NC(=S)NCC2CCCO2)c(OC)cc1Cl (configuration not stated)

entry no.	26	27	28	29	30
EPAC2 antagonist	-15%	-17%	-4%	-1%	-9%[57.1 µM]
Mm-Cpn inhibitor	1%	1%	1%	0%	-2%
CCT chaperon mod	-0.5	-1.9	-1.7	-4.2	0.2
PI5P4K alpha inh	5	3	0	-8	1
EPAC1 antag	-28%	-16%	-3%	15%	2%
PLK1 PBD inh	1%	2%	-8%	0%	-14%
WRN helicase inh	-6%	4%	2%	-25%[57.1 µM]	4%
EPAC1 agonist	-7%	-1%	-3%	17%	-9%

[31] COc1cc(-c2c(-c3ccc4c(c3)OCO4)noc2-c2ccsc2)ccc1F
[32] O=C(Nc1nc(-c2ccc3c(c2)OCO3)cs1)C1CC1
[33] COc1ccccc1-c1nc(C#N)c(N2CCC(C(N)=O)CC2)o1
[34] Cc1ccc(N(CCC#N)C(=O)COC(=O)c2cc(C)oc2C)cc1
[35] CC(NC(=O)Cn1cnnn1)C12CC3CC(CC(C3)C1)C2 (configuration not stated)

entry no.	31	32	33	34	35
EPAC2 antagonist	8%	-7%	6%	5%	13%
Mm-Cpn inhibitor	1%	-2%	-6%	-12%	2%
CCT chaperon mod	0.3	1.0	-1.9	-4.2	-91*
PI5P4K alpha inh	10	5	/	0	3
EPAC1 antag	-17%	-12%	-9%	6%	24%
PLK1 PBD inh	4%	-8%	-6%	5%	2%
WRN helicase inh	-6%	-8%	0%	-2%	-1%
EPAC1 agonist	4%	-10%	12%	-3%	1%

Single values from above:
PI5P4K alpha inh, cpd 32 → 5
EPAC1 agonist, cpd 31 → 4%

Additional results.
[36] CCOc1cc(N2CCOCC2)c(OCC)cc1NC(=O)CSc1ncccn1
[37] CCOC(=O)N1CCN(C(=O)C[C@@H]2C[C@@]3(C(=O)OCC)CCCC=C3N(CCC3=CCCCC3)C2=O)CC1
[38] COc1cccc(/C=N/NC(=O)CC(C)O)c1OC/C=C/c1ccccc1 (configuration not stated)
[39] CCC(=O)Nc1ccc(NC(=O)CCc2ccccc2)cn1
[40] Cc1noc(NS(=O)(=O)c2ccc(NC(=O)COc3ccccc3)cc2)c1C

entry no.	36	37	38	39	40
EPAC2 antagonist	4%	-9%	2%	0%	7%
Mm-Cpn inhibitor	1%	/	2%	-2%	0%
CCT chaperon mod	-1.9	/	-1.5	-0.3	-0.3
PI5P4K alpha inh	-17	1	1	-2	/
EPAC1 antag	14%	-18%	9%	10%	4%
PLK1 PBD inh	?	-22%	-1%	2%	-6%
WRN helicase inh	-1%	-2%	-33%	3%	-6%
EPAC1 agonist	6%	-4%	-2%	6%	1%

6 compounds from above, showing only WRN helicase inh, Mm-Cpn inhibitor and PLK1 PBD inh:
no.	SMILES	WRN helicase inh	Mm-Cpn inhibitor	PLK1 PBD inh
22	CC(=O)NCCNc1nc2cc(-c3ccc4c(ccn4C)c3)sc2c(=O)n1C	-11%	/	-5%
23	COc1ccc(OC)c(C2CC(c3ccc(NS(C)(=O)=O)cc3)=NN2C(=O)c2ccccc2)c1 (configuration not stated)	-1%	-8%	-17%
24	COc1cc(OC)cc(C(=O)OC/C(O)=C(\C#N)c2nc3ccccc3[nH]2)c1	-4%	-3%	0%
25	COc1ccc(S(=O)(=O)N2CCNC(=O)C2)cc1Br	-6%	0%	-7%
26	CC(=O)Nc1ccc(S(=O)(=O)NCC(=O)OCC(=O)N2CCN(c3ccccc3)CC2)cc1	-6%	1%	1%
27	Cc1cccc(N(C(=O)c2csnn2)C(C(=O)NCc2ccccc2)c2ccc(C)o2)c1 (configuration not stated)	4%	1%	2%

Continued.
[41] COc1ccccc1NC(=S)NC(=O)CCc1ccccc1
[42] Cc1c(C(=O)N/N=C/C(C)C)[nH]c2ccc([N+](=O)[O-])cc12
[43] O=C(Nc1ccc(C(=O)Oc2ccccc2)c(O)c1)c1ccccc1
[44] O=C(O)CCC(=O)NNc1ncnc2ccccc12
[45] CCC1=NN(C(=O)Cc2ccc([N+](=O)[O-])cc2)C(O)(C(F)(F)F)C1 (configuration not stated)
[46] Cc1sc2ncn(CCC(=O)O)c(=O)c2c1C
[47] CN(C)/C=C/C1=CC(=O)CC(C)(C)C1
[48] CCOc1ccc(C(=O)COC(=O)Cn2[nH]c(=O)c3ccccc3c2=O)cc1

entry no.	41	42	43	44	45	46	47	48
EPAC2 antagonist	-4%	0%	-6%	3%	-10%	-1%	4%	-15%
Mm-Cpn inhibitor	-1%	4%	-1%	-5%	-1%	-1%	-1%	/
CCT chaperon mod	-3.6	1.2	0.5	-2.1	-3.2	-3.1	-3.7	0.8
PI5P4K alpha inh	3	4	19	0	6	-5	-16	1
EPAC1 antag	-8%	-1%	-20%	-2%	-5%	1%	-9%	3%
PLK1 PBD inh	-5%	-4%	-9%	-8%	2%	-11%	-21%	11%
WRN helicase inh	-14%	-3%	-12%	-8%	-7%	7%	-29%	-1%
EPAC1 agonist	6%	12%	6%	0%	-21%	4%	-1%	0%
